DYRK1A inh: blocks rat Dyrk1A kinase activity; Q63470; ADP-Glo luminescence, NFATc1 peptide; inhibition, % at 12.5 µM; hit rate 0.43% among 310,000; AID 504441; in the data active = inhibition above about 50%;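 also: plate controls were vehicle with enzyme for no effect and no enzyme for full effect; many of its hits are not listed in these tables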
KCNQ1 inh: inhibitors of human KCNQ1 potassium channel. AID 2642. P51787. CHO-K1 KCNQ1, FluxOR thallium flux fluorescence; hits give high values. B-score at 10 µM. hit rate 1.3% among 310,000;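 active = compounds whose thallium flux B-score, printed positive for inhibition, exceeds three library SD while starting fluorescence stays within three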;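 also: channel opened by potassium depolarization with thallium stimulus after 20 min compound exposure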
Target sequence (P51787 whole entry, looked up): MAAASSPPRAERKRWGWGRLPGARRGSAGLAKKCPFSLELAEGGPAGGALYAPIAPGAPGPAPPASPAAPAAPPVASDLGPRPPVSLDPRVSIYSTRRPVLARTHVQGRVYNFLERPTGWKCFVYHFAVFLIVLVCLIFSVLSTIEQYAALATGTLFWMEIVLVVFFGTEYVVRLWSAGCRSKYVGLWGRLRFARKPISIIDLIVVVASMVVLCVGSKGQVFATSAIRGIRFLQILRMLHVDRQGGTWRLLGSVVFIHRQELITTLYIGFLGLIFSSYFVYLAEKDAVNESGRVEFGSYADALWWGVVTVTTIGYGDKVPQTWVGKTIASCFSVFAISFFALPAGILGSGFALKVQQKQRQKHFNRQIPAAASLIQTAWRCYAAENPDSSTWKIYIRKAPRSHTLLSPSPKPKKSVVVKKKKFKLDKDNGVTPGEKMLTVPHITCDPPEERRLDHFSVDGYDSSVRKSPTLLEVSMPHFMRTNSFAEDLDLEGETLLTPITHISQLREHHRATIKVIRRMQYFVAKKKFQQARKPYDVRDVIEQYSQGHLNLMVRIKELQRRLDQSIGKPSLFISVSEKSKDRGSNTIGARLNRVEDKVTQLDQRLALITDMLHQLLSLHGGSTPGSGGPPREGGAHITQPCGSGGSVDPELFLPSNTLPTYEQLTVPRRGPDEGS
KCNQ1 pot: human KCNQ1 channel potentiation or activation; B-score at 10 µM; hit rate 0.35% among 310,000; P51787; AID 2648; CHO-K1 KCNQ1, thallium flux FluxOR fluorescence; hits give high values;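 active = fluorescence ratio B-score, a plate-corrected score, at least three library SD, with initial intensity B-score within 5 SD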
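Assay system: stable KCNQ1 CHO-K1 line; medium: assay buffer, equal DMSO in all wells; timing: 90 min dye loading and 20 min compound exposure, both at room temperature; technique: kinetic FluxOR thallium fluorescence, 10-s 1-Hz baseline, 110-s post-stimulus read; read-out basis: B score of baseline-normalized fluorescence ratio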
KCNK3 inh: human KCNK3 channel inhibition, primary screen; O14649; CHO-KCNK3 thallium flux, FluxOR fluorescence; hits give low values; B-score at 10 µM; hit rate 0.84% among 340,000; AID 602410;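 active = B-score under library mean minus 4 SD, starting fluorescence ratio at most library mean plus 5 SD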;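 also: more negative B-score means stronger inhibition of thallium flux through KCNK3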
GSK3B inh: inhibitors of human GSK3beta kinase. P49841. GST-GSK3beta kinase, ADP-Glo luminescence, 60 min; hits give low values. activity score (negative = inhibition), % at 10 µM. hit rate 0.038% among 300,000. AID 2097;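 active = more than half of replicate wells score below -50%, meaning over 50% inhibition versus plate controls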;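 also: 0% = median DMSO wells and -100% = median GW8510 positive control wells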
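Test system – GST-tagged human GSK3beta kinase, cell-free · Incubation – 60 min enzyme reaction, room temperature · Signal – ADP-Glo luminescence · Also added – peptide substrate and ATP at 25 µM · Controls – DMSO neutral wells and GW8510 at 20 µM as positive · Buffer or medium – Tris/MgCl2 kinase buffer · Measure – Luminescence-derived activity versus plate DMSO and GW8510 wells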
RGS4 pot: potentiators or activators of RGS4 | HEK293 M3R/inducible RGS4, carbachol calcium flux Fluo4; hits give low values | B-score at 10 µM | hit rate 0.92% among 310,000;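 active = B-score of the integrated calcium signal more than 4 SD below the library mean, with starting fluorescence not abnormally high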;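 also: negative B-score means reduced calcium response which marks RGS4 activation or potentiation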
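Detection: kinetic calcium fluorescence imaging with Fluo4-AM dye, 2 µM / Material: HEK293 cells with stable M3R and inducible RGS4 / Schedule: recording 10 s baseline at 1 Hz, 100 s post-agonist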
hERG rescue: compounds protecting human hERG from proarrhythmic drug block | activation (rescue from dofetilide block), less the hit threshold, % at 10 µM | AID 1511 | hit rate 0.51% among 310,000 | CHO-hERG, FluxOR thallium flux, dofetilide IC70 present | Q12809;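 active = activation above the mean of controls blocked by dofetilide plus 5 SD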;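 also: thallium influx through hERG after potassium depolarization seen as dye fluorescence rise; in these data hits start at about 4.7%; inactives centre near -7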
KCNK9 inh: inhibitors of human KCNK9 two-pore domain potassium channel | hit rate 1.2% among 310,000 | B-score at 10 µM | Q9NPC2 | HEK293 KCNK9, FluxOR thallium flux fluorescence; hits give low values;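 active = ratio B-score over 3 SD below the library mean, with starting fluorescence within 5 SD of its mean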;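 also: negative B-score means less thallium flux so channel inhibition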
Target sequence (Q9NPC2 whole entry, looked up, the tested form may be a part): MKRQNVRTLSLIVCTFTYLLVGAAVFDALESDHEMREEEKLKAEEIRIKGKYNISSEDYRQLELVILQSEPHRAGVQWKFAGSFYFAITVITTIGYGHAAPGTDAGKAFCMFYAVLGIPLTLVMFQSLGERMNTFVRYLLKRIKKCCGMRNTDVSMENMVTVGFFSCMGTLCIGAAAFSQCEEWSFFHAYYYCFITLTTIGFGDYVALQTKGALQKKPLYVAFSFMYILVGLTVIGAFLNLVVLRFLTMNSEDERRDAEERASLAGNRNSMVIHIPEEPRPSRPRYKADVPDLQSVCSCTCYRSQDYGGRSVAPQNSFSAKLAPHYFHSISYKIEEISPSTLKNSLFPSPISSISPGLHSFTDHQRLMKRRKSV
PolyA inhibitor: inhibitors of polyadenylation in S. cerevisiae | S. cerevisiae SKY197-pL101 polyadenylation reporter, beta-gal luminescence; efflux-impaired pdr1/pdr3 knockout yeast; score 100 = 6 SD above DMSO | calls only at 12 µM | hit rate 0.02% among 300,000 | AID 1875;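 active = lowest replicate activity score at least 50, where 100 means six control SD above control mean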;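 also: yeast exposed to compound for 9 h at 30 °C; higher score means more reporter readthrough which indicates perturbed polyadenylation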
GSK3A inh: human GSK-3 alpha kinase inhibition. AID 2650. hit rate 0.1% among 320,000. inhibition, % at 10 µM. P49840. ADP-Glo luminescence, 60 min;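 in the data active = inhibition above about 50%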;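 also: GST-tagged GSK-3 alpha with peptide substrate and 25 µM ATP; 0% = DMSO neutral wells and 100% = GW8510 positive control wells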
RGS4 block: human RGS4 inhibition; AID 463165; hit rate 0.45% among 310,000; B-score at 10 µM; P49798; HEK293 M3R/RGS4 inducible, Fluo-4 calcium flux; hits give high values; triggered by carbachol at its EC20;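 active = B-score, a plate-corrected calcium signal, over three deviations above library mean, with baseline fluorescence within five deviations of library mean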;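 also: RGS4 expression induced by doxycycline in cells with stable M3 receptor; B-score is computed from the integrated fluorescence ratio over baseline after carbachol; higher B-score means a larger calcium signal and so more RGS4 inhibition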
An asterisk follows results filed as active; i = inactive; x = no result given. The list is partial, so the mix of outcomes need not match the whole.

SMILES	DYRK1A inh	KCNQ1 inh	KCNQ1 pot	KCNK3 inh	GSK3B inh	RGS4 pot	hERG rescue	KCNK9 inh	PolyA inhibitor	GSK3A inh	RGS4 block
CC#CCN1c2ccccc2[C@]23C[C@@H](C(=O)OC)N=C2NC(C(=O)OC)=C(C(=O)OC)[C@H]13	-8.3	i	i	i	0.4	i	-8.2	i	i	0.1	i
Cc1sc2ncnc(N3CCC(C(=O)Nc4ccccc4C(C)(C)C)CC3)c2c1C	9.7	i	i	i	5.3	i	-11.2	i	i	-1.6	i
Fc1ccc(-c2csc3nnc(SCc4cccnc4)n23)cc1	0.1	i	i	i	-4.3	i	-9.8	i	i	0.1	i
Cc1ccc(Nc2c([N+](=O)[O-])ccc3nonc23)c(C)c1	-3.2	i	i	i	0.9	i	-6.5	i	i	0.6	i
O=C(NCc1ccccc1)C1C(=O)N(Cc2ccccc2)C(=O)C1C1(O)CCCC1 (stereo not given)	-4.1	i	i	i	-4.0	i	-17.0	i	i	-0.7	i
O=S(=O)(c1ccccc1)N1CCN(c2ncccn2)CC1	3.7	i	i	i	-1.8	i	1.7	i	i	-1.9	i
CCN(CC)CCN1C(=O)C(=O)/C(=C(/O)c2ccc(OC)c(OC)c2)C1c1ccccn1 (stereo not given)	9.3	i	i	i	1.1	i	-7.0	i	i	-1.0	i
CCCCn1c(N)c(N(CC(C)C)C(=O)c2cccc(-n3cnnn3)c2)c(=O)[nH]c1=O	x	i	i	i	-0.4	i	-7.7	i	i	0.0	i
O=C1[C@H]2[C@@H](c3ccc(F)cc3)N3C(=O)N(c4cccc(Br)c4)C(=O)[C@@]3(Cc3ccc(Cl)cc3)[C@H]2C(=O)N1C1CCCCC1	-5.2	i	i	i	-0.4	i	-9.5	i	i	-1.0	i
O=C(NCCS(=O)(=O)N1CCCCC1)c1ccccc1	-4.9	i	i	i	2.1	i	-8.6	i	i	-2.4	i
COc1ccc(NC2CCCN(C(=O)c3ccccc3N3CCOCC3)C2)cc1OC (stereo not given)	-10.5	i	i	i	1.2	i	-6.9	i	i	-1.5	i
CC(Oc1ccc(Cl)cc1Cl)C(=O)Nc1cccc(O)c1 (stereo not given)	-2.6	i	i	i	-1.8	i	-9.7	i	i	0.2	i
COCCN(C(=O)COC(=O)c1ccccc1Nc1ccccc1)c1c(N)n(Cc2ccccc2)c(=O)[nH]c1=O	-7.4	i	i	i	2.7	i	-13.2	i	i	-0.6	i
CCc1ccccc1N/N=C(/C)c1c(O)cc(C)oc1=O	-0.9	i	i	i	-1.2	i	-10.3	i	i	-1.7	i
O=C(Nc1ccc(N2CCN(C(=O)c3ccco3)CC2)cc1)c1ccccc1F	0.1	i	i	i	2.2	i	-9.2	i	i	-3.5	i
CCOC(=O)C1CCN(C(=O)CCn2c(=O)c3cccn3c3cccnc32)CC1	-8.6	i	i	i	2.3	i	-4.0	i	i	0.1	i
CCc1[nH]c(=S)c(C#N)c2c1CCCC2	-0.3	i	i	i	-20.4	i	-1.6	i	i	-3.0	i
Cc1cccc2sc(N(CCCN(C)C)C(=O)CCS(=O)(=O)c3ccccc3)nc12	8.0	i	30*	i	3.9	-8.92*	-11.0	i	i	1.8	i
Cc1nc(-c2cccc(S(=O)(=O)N3CC(C)OC(C)C3)c2)cs1 (stereo not given)	13.8	i	i	i	5.1	i	-2.1	i	i	1.9	i
COCCNC(=O)c1cc2cc(Br)cc(OC)c2oc1=O	-22.4	i	i	i	-1.3	i	-6.6	i	i	-0.7	i
CCOC(=O)c1cc2c(ccn2C)n1Cc1ccccc1Cl	-6.1	i	i	i	0.5	-7.31*	-15.7	i	i	1.4	i
Cc1c(C(=O)Nc2cc(S(=O)(=O)N3CCOCC3)ccc2N2CCN(C)CC2)oc2ccccc12	-1.0	i	i	i	0.7	i	-18.6	i	x	-1.5	i
CC1CCCN(CCCNS(=O)(=O)c2cc(Br)cc3c2N(C(=O)C2CC2)CC3)C1 (stereo not given)	-5.9	i	i	i	-1.6	i	-6.7	i	i	0.7	i
Cc1cccc(NS(=O)(=O)c2cc3c4c(c2)CCN4C(=O)CC3)c1C	16.5	i	i	i	0.1	i	-8.9	i	i	-1.1	i
COc1ccc(CCN2CC(C(=O)NCc3ccccc3)CCC2=O)cc1 (stereo not given)	x	i	i	i	-1.2	i	-4.2	i	i	x	i
C=CCn1c(SCCN2CCCCC2)nc2c1c(=O)[nH]c(=O)n2C	7.0	i	i	i	-0.6	i	-6.7	i	i	-0.2	i
Oc1cc2ccccc2nc1-c1ccccc1Cl	7.4	i	i	i	-0.2	i	-2.7	i	i	-2.0	i
Cc1ccnc(NC(=O)c2cccc(NC(=O)Cc3ccccc3)c2)c1	16.4	i	i	i	1.2	i	-12.4	i	i	0.2	i
Cc1ccc2[nH]c(C(=O)O)c(-c3ccccc3)c2c1	8.3	i	i	i	-1.5	i	0.5	i	i	0.5	i
Cc1cc(NC(=O)CCC(=O)N(CC(=O)NC2CCCC2)c2ccc(C(C)C)cc2)no1	-2.9	i	i	i	-1.3	i	-10.5	i	i	-1.7	i
CCN1C(=O)c2cccc3c(S(=O)(=O)Nc4nc(C)cs4)ccc1c23	-5.8	i	i	i	1.6	i	-3.8	i	i	-3.4	i
CCNCc1nc2cc(OC)c(OC)cc2c(=O)[nH]1	14.7	i	i	i	1.3	i	-9.0	i	i	-3.7	i
CCc1ccc(C(=O)c2cnc3ccc(OC)cc3c2N2CCN(CC)CC2)cc1	-2.9	i	i	i	-15.6	i	-12.7	i	i	x	i
CN(C)S(=O)(=O)c1cccc(NC(=O)c2c[nH]c3ccccc23)c1	4.0	i	i	i	-4.9	i	-20.8	i	i	-2.2	i
COc1cccc(CNC(=O)CCS(=O)(=O)c2ccc3c(c2)NC(=O)CO3)c1	-1.8	i	i	i	2.0	i	-6.9	i	i	3.0	i
CCC1Sc2ccc(S(=O)(=O)CCC(=O)NCc3cccs3)cc2NC1=O (stereo not given)	x	i	i	i	1.3	i	-4.7	i	i	-0.4	i
COC(=O)c1ccccc1NC(=O)NCc1ccc2c(c1)OCO2	-5.0	i	i	i	1.9	i	-2.9	i	i	-0.7	i
Cc1nn(Cc2ccc(Cl)cc2)c(C)c1NC(=O)CCCn1nc([N+](=O)[O-])c(Cl)c1C	11.6	i	i	i	2.1	i	-11.9	i	i	2.4	i
CCOC(=O)N1CCN(C(=O)c2cc3cc(F)ccc3[nH]2)CC1	0.8	i	i	i	1.7	i	-5.7	i	i	-3.4	i
CC1Oc2ccccc2N(CC(=O)c2cccc(Cl)c2)C1=O (stereo not given)	-12.0	i	i	i	5.2	i	-11.3	i	i	-1.6	i
CC(C)CN1CCN(Cc2cnc(-c3ccc(Cl)cc3)nc2)CC1CCO (stereo not given)	-10.9	i	i	i	1.8	i	-14.4	i	i	0.8	i
O=C(CSCc1ccc(Cl)cc1)N1CCCCC1	-1.6	i	i	i	2.6	i	-1.4	i	i	0.1	i
COC(=O)COc1ccc(NC(=O)C2CCCO2)cc1 (stereo not given)	-3.4	i	i	i	-5.7	i	-3.8	i	i	-1.1	i
COCc1cc(CN2CCCC(C(=O)c3cccc(C(F)(F)F)c3)C2)ccc1OC (stereo not given)	6.6	i	i	i	0.4	i	-12.8	i	i	0.5	i
O=C(c1cc(-c2ccc(Cl)cc2Cl)on1)N1CCCCCC1	1.5	i	i	i	1.4	i	-6.8	i	i	-1.2	i
COc1ccc(Br)cc1CNC(=O)Cc1c(C(=O)O)[nH]c2ccc(Cl)cc12	-0.6	i	i	i	7.8	i	-2.5	i	i	-6.2	i
CC(NC(=O)c1cc2cc([N+](=O)[O-])ccc2oc1=O)C1CCCO1 (stereo not given)	x	i	i	i	8.5	i	-6.0	i	i	11.8	i
Cc1nc2ccccc2n1CC(=O)c1ccccc1	11.3	i	i	i	1.5	i	0.3	i	i	-0.1	i
CCN(CC1CCCN(CCc2cccc(F)c2)C1)C(=O)c1cc2ccccc2o1 (stereo not given)	-3.3	i	i	i	0.3	-7.72*	-18.2	i	i	0.0	i
CN(C[C@H](Cc1ccccc1)N(C[C@H](Cc1ccccc1)N(CC1(c2ccccc2)CC1)N=O)N=O)N=O	-3.0	i	i	i	1.2	i	-8.9	i	i	-2.8	i
Cc1c(NC(=S)NC(C)(C)C)c(=O)n(-c2ccccc2)n1C	x	i	i	i	-3.3	i	-6.4	i	i	1.1	i
C/C(=N\NC(=O)c1cccc(N/N=C(\C)c2ccncc2)c1)c1ccncc1	2.1	i	i	i	-4.8	i	-2.2	i	i	x	i
CCCNC(=O)CN(c1cccc(F)c1)S(C)(=O)=O	4.9	i	i	i	-1.3	i	-7.9	i	i	-1.3	i
O=C(O)c1cccc(NC(=S)NCc2ccccc2)c1	0.9	i	i	i	4.1	i	-3.6	i	i	-4.8	i
CCCOc1ccc(N2C(=O)C3C4C=CC(CC4)C3C2=O)cc1 (stereo not given)	-1.7	i	i	i	1.4	i	-2.0	i	i	-1.5	i
O=C(c1ccc(CS(=O)(=O)c2ccc(Br)cc2)o1)N1CCCC1	7.5	i	i	i	0.6	i	-1.1	i	i	-2.3	i
COc1ccccc1C(=O)N1CC(=O)Nc2ccc(F)cc2C1c1ccccc1 (stereo not given)	2.9	i	i	i	-0.5	i	-3.0	i	i	-3.9	i
CC(=O)NS(=O)(=O)c1ccc(NC(=S)NC(=O)Cc2ccccc2)cc1	2.0	i	i	i	1.5	i	-19.0	i	i	-0.3	i
COc1ccc(CN2CCN(CCc3ccccc3)C(CCO)C2)c(Cl)c1OC (stereo not given)	-8.1	i	i	-9.87*	4.0	i	-2.8	i	i	-0.9	i
COCCn1c(SC(C)C(=O)NCC2CCCO2)nc2sc3c(c2c1=O)CCC3 (stereo not given)	-3.5	i	i	i	2.0	i	-19.4	i	i	-2.4	i
CC1(C)CC(=O)C2=C(C1)Nc1ccccc1N1C(=O)c3ccccc3C21 (stereo not given)	2.3	i	i	i	1.3	i	-0.1	i	i	-2.7	i
Cc1ccc(C(=O)NC(=S)NNS(=O)(=O)c2ccc(C)cc2)cc1	-1.0	i	i	i	2.7	i	-2.9	i	i	-5.2	i
Cc1ccc2c(c1)C(O)(CC(=O)c1ccc3c(c1)OCO3)C(=O)N2 (stereo not given)	10.2	i	i	i	-1.4	i	-3.3	i	i	1.3	i
